# TAAR1 antag – antagonists of human TAAR1 | CHO RD-HGA16 TAAR1, Fluo-8 calcium fluorescence, antagonist | inhibition, % at 3 µM | actives 1.5% (n = 360,000);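 active = inhibition above a per-plate cutoff, the mean inhibition of test compounds on that plate plus 3 SD, cut at about 49% in these data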;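 also: 0% = DMSO plus EC80 beta-PEA response and 100% = DMSO alone without agonist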
#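 Assay system: RD-HGA16 CHO cells with stable hTAAR1 and Gα16 / Reagent: EC80 β-phenethylamine stimulus / Doses: 3 µM, single point / Timing: dye loading 75 min at 37 °C, then 30 min room temperature / Measured by: Fluo-8 intracellular calcium dye fluorescence, real-time kinetic reads / Controls: vehicle wells and EC80 agonist wells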
# CHRM1 agonist – agonists of human M1 muscarinic receptor | P11229 | CHO-K1 hM1, Fluo-8 calcium fluorescence, agonist mode; 0% DMSO, 100% acetylcholine EC100 | activation, % at 3 µM | actives 0.33% (n = 360,000) | AID 588814;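 active = activation above the run's mean compound activation plus 3 SD, cut at about 16% in these data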;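 also: peak over basal fluorescence ratio within a 140 s kinetic read after compound addition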
# Target sequence (P11229 whole entry, looked up): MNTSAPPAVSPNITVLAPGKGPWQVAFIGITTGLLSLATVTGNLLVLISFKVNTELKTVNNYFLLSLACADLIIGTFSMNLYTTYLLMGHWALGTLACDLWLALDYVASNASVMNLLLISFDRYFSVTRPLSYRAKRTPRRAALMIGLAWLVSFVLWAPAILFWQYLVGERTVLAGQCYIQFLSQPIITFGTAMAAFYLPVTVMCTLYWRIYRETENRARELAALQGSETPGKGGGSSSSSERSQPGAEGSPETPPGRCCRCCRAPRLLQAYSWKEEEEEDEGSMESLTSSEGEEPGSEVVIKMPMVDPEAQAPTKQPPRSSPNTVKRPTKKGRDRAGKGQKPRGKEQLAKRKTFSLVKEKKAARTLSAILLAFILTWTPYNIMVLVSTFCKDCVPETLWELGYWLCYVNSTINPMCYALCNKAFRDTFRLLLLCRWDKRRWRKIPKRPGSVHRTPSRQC
# CHO parental Ca – signal in parental CHO cells, OX1R antagonist counter-screen; inhibition, % at 5.6 µM; AID 463079; parental CHO-K1, ATP-induced calcium, Fluo-8 fluorescence; actives 0.63% (n = 330,000);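 active = inhibition above that plate's mean sample inhibition plus 3 SD, cut at about 26% in these data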;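 also: 0% = ATP-challenged DMSO wells and 100% = DMSO wells without ATP; some compounds past the cut are filed as inactive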
#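 Material – parental CHO cells · Reagent – ATP stimulus · Compound – single nominal dose of 5.6 µM per compound · Detection – Fluo-8 fluorescence · Read-out basis – percent inhibition of calcium signal · Controls – ATP-challenged DMSO wells low, unchallenged DMSO wells high · Repeats – no replicates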
# CHO-K1 Ca antag – M1 antagonist counterscreen hit in parental CHO-K1 cells. ATP-induced calcium, Fluo-8 fluorescence. inhibition, % at 3 µM. actives 0.6% (n = 360,000). AID 602250;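 active = inhibition above a per-plate cutoff, the plate's mean sample inhibition plus 3 SD, cut at about 24% in these data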;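 also: 0% = DMSO plus EC80 ATP and 100% = DMSO alone without ATP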
# M1 PAM parental – nonselective activator or artifact in parental CHO-K1 calcium assay; ATP EC20, Fluo-8 calcium fluorescence; 0% at ATP EC20, 100% at ATP max; activation, % at 3 µM; actives 0.02% (n = 360,000); AID 602247;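 active = activation above the run cutoff, the mean activation of all test compounds plus 3 SD, cut at about 40% in these data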;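 also: peak over basal fluorescence ratio in a 140 s read after ATP addition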
# V1R ag counter – V1a receptor agonism, counter-screen for OXTR agonists; P37288; CHO-V1R cells, Fluo-8 calcium fluorescence, agonist mode; 0% DMSO, 100% 3 nM vasopressin; activation, % at 3 µM; actives 0.25% (n = 320,000);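 active = activation above the mean activation of all tested compounds plus 3 SD, per screening run, cut at about 20% in these data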;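 also: signal is peak over basal fluorescence ratio across a 100 second FLIPR read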
# Target sequence (P37288 whole entry, looked up): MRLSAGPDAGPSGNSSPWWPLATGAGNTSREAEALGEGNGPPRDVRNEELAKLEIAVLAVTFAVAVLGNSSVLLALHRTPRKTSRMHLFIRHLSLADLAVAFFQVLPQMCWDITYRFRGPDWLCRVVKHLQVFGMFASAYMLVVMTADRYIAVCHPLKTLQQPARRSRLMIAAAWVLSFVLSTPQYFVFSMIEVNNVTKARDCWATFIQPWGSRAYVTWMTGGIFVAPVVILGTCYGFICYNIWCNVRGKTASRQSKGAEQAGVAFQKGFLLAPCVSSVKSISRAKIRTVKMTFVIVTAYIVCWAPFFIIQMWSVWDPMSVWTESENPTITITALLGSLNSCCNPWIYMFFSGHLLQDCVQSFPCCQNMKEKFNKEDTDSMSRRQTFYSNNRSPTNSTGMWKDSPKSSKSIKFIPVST
# OXTR potentiate – potentiates the human oxytocin receptor response | P30559 | CHO-OTR cells, Fluo-8 calcium fluorescence, potentiator mode; 0% = oxytocin EC15, 100% = EC100 | activation, % at 3 µM | actives 0.061% (n = 320,000) | AID 2445;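 active = activation above that plate's cutoff, the mean activation of tested compounds plus 3 SD, cut at about 6.6% in these data, passing the limit was not always enough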;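 also: 100% uses oxytocin at 75 nM as the full agonist control; some results filed as inactive read as strong as hits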
#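 Assay system: CHO cell line stably expressing human OTR | Also added: Oxytocin at about EC15, sub-maximal agonist stimulus | Times: Compound 6 min at room temperature before oxytocin, 100 s read | Measured by: Fluo-8 intracellular calcium fluorescence, ex 470-495, em 515-575 nm | Controls: EC15 oxytocin alone as 0%, 75 nM oxytocin as 100%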
# TAAR1 agonist – human TAAR1 agonism; Q96RJ0; CHO RD-HGA16 TAAR1, Fluo-8 calcium fluorescence; vehicle wells 0%, saturating PEA agonist 100%; activation, % at 3 µM; actives 0.99% (n = 360,000);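 active = activation above the mean activation of all test compounds in the run plus 3 SD, cut at about 38% in these data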
#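 test system = CHO RD-HGA16 cells carrying human TAAR1 plus Gα16 | schedule = 17-24 h seeding, 75 min 37 °C dye, 30 min RT | compound dosing = 3 µM single concentration | control set = DMSO and PEA EC100 | replicates = n 1 | signal = Fluo-8 fluorescence, 5 s baseline then 140 s kinetic read | measure = percent activation vs PEA EC100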
# M1 ag parental – M1 agonist counterscreen hit in parental CHO-K1 cells; Fluo-8 calcium fluorescence; scaled to maximal ATP response, vehicle zero; activation, % at 3 µM; actives 0.48% (n = 360,000); AID 602248; in the data active = activation above about 15%;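 also: untransfected CHO-K1 host cells lacking M1 receptor as counterscreen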
# * marks the source's active call; other numbers are inactive results; / = not tested or not shown. Not all compounds are listed; the hit share may differ from the screen's.
SMILES,TAAR1 antag,CHRM1 agonist,CHO parental Ca,CHO-K1 Ca antag,M1 PAM parental,V1R ag counter,OXTR potentiate,TAAR1 agonist,M1 ag parental
Cn1c(O)c(C(=Nc2ccccc2)SCc2ccccc2Cl)c(=O)n(C)c1=O,-18,-1,-10,-17,10,6.1,-14,6,0.8
CC(=O)Nc1ccc(S(=O)(=O)N2Cc3cnnn3-c3ccccc3C2C#N)cc1 (stereo not drawn),-13,-2,/,-8,-7,/,/,1,0.4
CCS(=O)(=O)N1CCCC(C(=O)N2CCC3(CC2)OCCO3)C1 (stereo not drawn),-18,-1,-6,-10,10,0.1,0,0,0.0
N#Cc1ccc(NC(=O)CN2C(=O)NC3(CCCCCCC3)C2=O)cc1Cl,10,-5,-5,-15,14,0.9,-7,2,0.5
CC(=O)N1CN(C(C)=O)CN(C(C)=O)C1,-8,-2,4,3,13,-0.1,-9,1,-0.7
CC(=O)Nc1ccccc1C(=O)OCc1ccccc1F,8,-3,-6,-8,13,1.1,-8,9,10
O=C(NC1CCCCC1)Oc1cc2oc(=O)sc2cc1Cl,-6,0,3,-9,22,-0.2,-12,0,1.6
CN(C)CCN(CC1CCCN(Cc2ccccc2F)C1)C(=O)Cc1ccc(F)c(F)c1 (stereo not drawn),-9,-6,-20,-6,0,1.3,-15,0,0.0
Cc1c(C(=O)c2cccc3ccccc23)c2cccc3c2n1[C@H](CN1CCOCC1)CO3,-10,-2,-15,0,12,0.3,-21,-1,0.9
CC(C)NS(=O)(=O)c1ccc(OCC(=O)N2CCN(Cc3ccc4c(c3)OCO4)CC2)c(Cl)c1,10,-6,-17,-21,-3,8.1,-11,10,12
C/C(CC(c1ccccc1)c1c(O)c2ccccc2oc1=O)=N\NC(N)=S (stereo not drawn),10,-3,-8,0,0,0.0,-8,0,-0.5
Cn1c(O)c(C=NC2CC(C)(C)NC(C)(C)C2)c(=O)n(C)c1=O,-1,0,1,-31,17,0.4,-2,4,0.8
O=C1NC(=O)C(CCc2ccccn2)(Cc2ccc3c(c2)OCO3)C(=O)N1CCc1ccccc1 (stereo not drawn),39,-2,-14,9,4,0.6,-12,14,0.7
O=C(c1ccccc1)c1cn(CC(=O)N2CCOCC2)c2ccccc12,-6,0,-12,14,-6,0.9,-9,12,0.3
CCOc1ccc(NC(=O)c2ccc(NC(=O)COC(=O)Cc3ccccc3)cc2)cc1,5,-6,3,1,7,0.4,-1,2,0.3
COc1ccc(-c2nn(CCC#N)cc2C(=O)Nc2cccc([N+](=O)[O-])c2)cc1OC,13,0,/,-3,11,/,/,5,1.8
CCOC1=C(N2CC2)C(=O)C(OCC)=C(N2CC2)C1=O,21,-1,/,8,3,/,/,0,0.0
CCN1C[C@]2(C)CC[C@H](OC)[C@]34C2[C@H](OC(C)=O)[C@@]2(OCO[C@@]25C[C@H](OC)[C@H]2C[C@]3(O)C5[C@H]2OC)[C@@H]14,-18,0,-3,-8,-2,-0.4,-11,0,0.3
CC(=NCCN1CCOCC1)c1c(O)n(-c2ccccc2C)c(=O)[nH]c1=O,1,-5,13,-2,-3,0.2,3,11,0.2
Cc1ccnc(NS(=O)(=O)c2ccc(N=Cc3c(O)n(C)c(=O)n(C)c3=O)cc2)n1,5,-7,-8,-8,13,1.7,-11,13,0.3
CC1=CC(C)C(COC(N)=O)(COC(N)=O)C(C)C1 (stereo not drawn),-5,9,4,12,-8,0.4,-3,23,0.0
COc1cccc(N2C(=O)/C(=C/c3ccc(C)o3)C(=O)NC2=S)c1,2,0,1,-9,14,1.7,-19,2,0.6
CCN(CC)C(=O)c1ccc(NC(=O)c2cc(-n3cnnc3)ccc2Cl)cc1,-7,-6,-5,-3,2,0.5,4,8,0.3
CC(C)(C)OC(=O)c1c(N)n(Cc2ccco2)c2nc3ccccc3nc12,-2,0,6,-7,23,2.9,-6,8,0.7
CN(C)C(Cc1ccc(Cl)cc1)C(=O)c1ccccc1 (stereo not drawn),13,-12,-18,-14,19,-0.5,-3,-2,1.1
O=P(O)(O)Cc1ccccc1OP(=O)(c1ccccc1)c1ccccc1,-11,-1,-5,12,-11,-0.8,2,12,-0.1
CCC(=NCC1CCCO1)c1c(O)n(-c2ccc(OC)cc2)c(=O)[nH]c1=O (stereo not drawn),-15,-1,-5,-7,22,0.1,1,5,2.1
Nc1nc(N)c2cnnn2n1,-9,4,/,-8,7,/,/,1,1.0
O=C(NCc1ccccn1)c1ccccc1Cl,9,-3,-6,-5,-8,-0.1,-3,11,-0.2
COc1ccc(C2(C#N)CC[N+](C)(C)CC2)cc1,-4,-3,1,14,-4,0.3,-4,12,0.6
CN1CC(C(=O)c2ccc(F)cc2)C(c2c(F)cccc2Cl)C1 (stereo not drawn),0,-6,-16,-11,18,0.4,-17,2,1.9
Cc1ccc(C(=O)COC(=O)Cc2ccccc2)cc1,-15,-4,2,-3,9,-0.1,-11,-2,-0.4
COc1ccccc1N1C(=O)NC(=O)/C(=C/c2ccc([N+](=O)[O-])s2)C1=O,-3,/,-6,/,/,0.6,-7,2,/
CCN1CCN(c2ccc([N+](=O)[O-])cc2C(=O)OC)CC1,-8,-12,-11,1,3,1.9,-6,8,-0.2
COC1=CC2C3Cc4ccc(OC)c(O)c4C2(CCN3C)CC1=O (stereo not drawn),-18,-6,-7,-4,7,0.6,-6,3,0.5
COc1cc2c(c(OC)c1O)-c1ccc(OC)c(=O)cc1C(NC(=O)C(F)(F)F)CC2 (stereo not drawn),-6,9,/,-4,-17,/,/,1,-0.3
O=C1N(CN2CCOCC2)c2ccccc2C1(O)c1c[nH]c2ccccc12 (stereo not drawn),-2,-3,0,6,3,0.3,2,6,0.4
CC(C)Cn1cc(C(=O)N2CCC3(CC2)OCCO3)c2c3ccccc3n(C)c2c1=O,40,-3,-17,1,-1,1.6,-11,20,7.0
O=C(c1ccccc1F)c1cn(CC(=O)N2CCOCC2)c2ccccc12,-10,-2,-8,-3,-1,0.7,-12,9,0.0
CN1CCCC(C(=O)c2ccccc2)C1 (stereo not drawn),-4,-3,-3,-10,-4,1.1,-11,10,2.1
Cc1ccc(N2Cc3ccccc3C2=N)cc1[N+](=O)[O-],0,-15,1,-5,19,1.3,-6,5,0.3
CC(=O)c1cn(Cc2ccc(F)cc2)c2ccccc12,13,3,-13,-10,17,7.5,-10,2,5.9
CCCc1nc2ccccc2c(=O)n1-c1ccccc1OC,-5,-3,-11,-9,11,-1.1,1,9,0.2
Cn1c(O)c(Cc2cccc(Cl)c2Cl)c(=O)n(C)c1=O,2,-2,-5,-10,15,0.1,-16,0,3.1
N#CCCn1cc(C(=O)Nc2ccccc2Cl)c(-c2ccc([N+](=O)[O-])cc2)n1,-13,-4,13,4,4,2.5,-6,5,0.9
CC(C)(C)P(=O)(NCc1ccccc1)c1ccccc1 (stereo not drawn),6,-3,-7,-11,19,-0.1,-5,10,0.4
COc1ccc(-c2nn(CCC#N)cc2C(=O)Nc2ccccc2Br)cc1,7,-2,-18,-12,22,0.5,-9,1,1.2
COc1ccc(OC)c(NC2=NCCCS2)c1,0,-8,-5,-9,4,0.0,-4,0,0.8
COc1ccc(-n2c(C)nc3ccccc3c2=O)c([N+](=O)[O-])c1,-11,-2,-1,-5,20,-0.1,-11,3,1.7
CSc1nc2ccc(C)cc2c(=O)n1-c1cccnc1,-38,-4,-18,-11,9,-0.3,-3,0,0.8
C=Cn1ccnc1P(=S)(c1ccccc1)c1nccn1C=C,12,-7,-9,-6,22,0.7,-11,-1,0.9
COc1cc(OC)c(OC)cc1/C=C1\C(=O)NC(=O)N(Cc2ccccc2)C1=O,-14,-2,-2,-13,5,1.1,-1,3,2.7
Cc1ccc(/C=C2/C(=O)NC(=O)N(C)C2=O)cc1,-14,-5,-4,-18,24,0.5,9,8,1.1
O=c1c2ccccc2nc(CNc2ccccc2)n1-c1ccccc1,-36,4,-25,-11,15,-1.3,-5,0,0.6
COc1cccc(C(c2nnnn2-c2ccc3c(c2)OCCO3)N2CCC3(CC2)C(=O)NCN3c2ccccc2)c1OC (stereo not drawn),48,7,/,1,-9,/,/,8,3.9

# Ten successive compounds already listed, for reference:
SMILES,TAAR1 antag,CHRM1 agonist,CHO parental Ca,CHO-K1 Ca antag,M1 PAM parental,V1R ag counter,OXTR potentiate,TAAR1 agonist,M1 ag parental
CC(C)(C)P(=O)(NCc1ccccc1)c1ccccc1 (stereo not drawn),6,-3,-7,-11,19,-0.1,-5,10,0.4
COc1ccc(-c2nn(CCC#N)cc2C(=O)Nc2ccccc2Br)cc1,7,-2,-18,-12,22,0.5,-9,1,1.2
COc1ccc(OC)c(NC2=NCCCS2)c1,0,-8,-5,-9,4,0.0,-4,0,0.8
COc1ccc(-n2c(C)nc3ccccc3c2=O)c([N+](=O)[O-])c1,-11,-2,-1,-5,20,-0.1,-11,3,1.7
CSc1nc2ccc(C)cc2c(=O)n1-c1cccnc1,-38,-4,-18,-11,9,-0.3,-3,0,0.8
C=Cn1ccnc1P(=S)(c1ccccc1)c1nccn1C=C,12,-7,-9,-6,22,0.7,-11,-1,0.9
COc1cc(OC)c(OC)cc1/C=C1\C(=O)NC(=O)N(Cc2ccccc2)C1=O,-14,-2,-2,-13,5,1.1,-1,3,2.7
Cc1ccc(/C=C2/C(=O)NC(=O)N(C)C2=O)cc1,-14,-5,-4,-18,24,0.5,9,8,1.1
O=c1c2ccccc2nc(CNc2ccccc2)n1-c1ccccc1,-36,4,-25,-11,15,-1.3,-5,0,0.6
COc1cccc(C(c2nnnn2-c2ccc3c(c2)OCCO3)N2CCC3(CC2)C(=O)NCN3c2ccccc2)c1OC (stereo not drawn),48,7,/,1,-9,/,/,8,3.9

# Bioassay records: PubChem, The Scripps Research Institute Molecular Screening Center
